# TexasRed fluor: counter-screen for TRb-SRC2 inhibitors: fluorescence interference | AID 1479 | 280,000 tested, 0.29% active | Potency, µM (doses to about 106 µM), for inactives: top-dose fluorescence change, negative = quenching | TRb/SRC2 Texas Red total fluorescence interference; active = well fitted curve in either direction with a large enough effect; inconclusive = small, poorly fitted or top-dose-only effect; also: % is scaled to controls: 0 for no effect and ±100 for the full control effect
#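 Human TRβ ligand-binding domain (0.6 uM) and Texas Red SRC2 peptide (20 nM) in Tris buffer with 1 uM T3 and 5% DMSO were incubated with pinned compound for 5 hr at ambient temperature. Total fluorescence was computed as S + 2P (555/632 nm).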
# KDM4E inh: JMJD2E (human) inhibition | AID 2147 | JMJD2E catalytic domain, FDH-coupled NADH fluorescence (FDH is formaldehyde dehydrogenase) | 230,000 tested, 1.6% active | Potency, µM (doses to about 57.1 µM), without a hit: at the top dose activity change, negative = inhibition, most hits filed as inhibitors; active = well fitted inhibition curve with a large enough effect, not every such curve was filed as active; inconclusive = small, poorly fitted or top-dose-only effect, or another doubt; inactive = no such curve, though single readings can be large or run the other way;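 also: 0% = wells with enzyme and -100% = buffer wells without enzyme; nearly all actives have a fitted effect of over 50% in size; many of its hits are not listed in these tables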
# ALDH1A1 block: blocks purified human ALDH1A1 activity | AID 1030 | Potency, µM (doses to about 75.3 µM), for inactives: at the highest dose activity, negative = inhibition, hits mostly inhibitors | P00352 | Purified ALDH1A1, NADH fluorescence, propionaldehyde substrate | 220,000 tested, 7.3% active; active = well fitted inhibition curve with a large enough effect, not every such curve was filed as active; inconclusive = small, poorly fitted or top-dose-only effect, or another doubt; inactive = no such curve, though single readings can be large or run the other way;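 also: plate controls were no enzyme wells and a reference inhibitor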
# Lamin A splicing: changes lamin A minigene splicing in HeLa cells; Potency, µM (doses to about 46.1 µM), inactives show at the highest dose ratio change, negative = inhibition, most hits filed as inhibitors; AID 1487; 200,000 tested, 0.01% active; HeLa LMNA splicing GFP/RFP minigene ratio, 48 h; active = well fitted inhibition curve with a large enough effect in the signal ratio, with a control signal flat, not every such curve was filed as active; inconclusive = small, poorly fitted or top-dose-only effect, or effect the other way, or a change in a side signal; the % refers to the signal ratio; also: % is scaled to controls: 0 for no effect and ±100 for the full control effect
#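 Read-out is the ratio of GFP to DsRed2 object intensity, acquired by 488 nm laser-scanning cytometry on HeLa lamin A-EGFP minigene reporter cells. Compound incubation 48 hrs at 37 °C in Opti-MEM with 2% FBS; DMSO 0.5% final.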
# RECQ1 inh: blocks DNA unwinding by human RECQ1; P46063; RECQ1 DNA unwinding, red fluorescence kinetic read; Potency, µM (top dose mostly 57.3 µM), for the others: at the highest dose activity, negative = inhibition, actives largely listed as inhibitors; 240,000 tested, 0.54% active;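 also: plate controls were vehicle for no effect and no enzyme for full effect; nearly all actives have a fitted effect of over 30% in size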
#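 50 nM RECQ1T1 preincubated 15 min with compound in Tris pH 8.0 buffer with MgCl2, DTT, Tween-20 and 2.5 ug/ml poly(dI-dC); started with 200 nM TAMRA/BHQ-2 forked duplex and 2 mM ATP. Unwinding read as fluorescence (525/598 nm), two reads 2 h apart.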
# SMN2 splice up: increases expression of the SMN2 splice variant. 210,000 tested, 2.8% active. HEK293 SMN2-luciferase splicing reporter, luminescence, 30-36 h. Potency, µM (doses to about 46.1 µM), for the others: top-dose activity change, positive = activation, hits mostly activators; also: % of control where 0% means no effect; nearly all actives have a fitted effect of over 55% in size
#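 HEK293 cells carry an SMN2 minigene-luciferase reporter in which exon 7 inclusion puts luciferase in frame. Cells were seeded at 2000 cells/well, attached for 10-12 hours, then exposed to compounds for 30-36 hours at 37C before ONE-Glo luminescence.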
# TRb SRC2 PPI: disrupts binding of human TR beta to SRC2; 280,000 tested, 0.065% active; Potency, µM (titrated, usually from 106 µM), for inactives: top-dose activity change, negative = inhibition, most hits filed as inhibitors; P10828; TRbeta-SRC2 peptide binding, fluorescence polarization; receptor liganded with 1 µM T3;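 also: plate controls were bound peptide for no effect and peptide without receptor for full effect; nearly all actives have a fitted effect of over 50% in size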
# Target sequence (P10828 whole entry, looked up): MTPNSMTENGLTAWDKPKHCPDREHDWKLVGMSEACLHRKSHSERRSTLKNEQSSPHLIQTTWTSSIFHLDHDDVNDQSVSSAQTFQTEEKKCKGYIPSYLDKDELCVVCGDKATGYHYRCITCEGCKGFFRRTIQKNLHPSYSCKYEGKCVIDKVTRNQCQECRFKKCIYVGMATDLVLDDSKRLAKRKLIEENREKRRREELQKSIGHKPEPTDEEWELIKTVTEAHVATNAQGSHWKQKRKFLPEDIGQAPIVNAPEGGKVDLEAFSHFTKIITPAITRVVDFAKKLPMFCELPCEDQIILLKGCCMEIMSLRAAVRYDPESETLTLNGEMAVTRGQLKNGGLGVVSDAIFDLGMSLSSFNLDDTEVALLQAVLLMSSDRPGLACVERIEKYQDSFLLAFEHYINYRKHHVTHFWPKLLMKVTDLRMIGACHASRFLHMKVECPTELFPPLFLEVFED
#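 Binding of a 20-amino-acid Texas Red SRC2 peptide (20 nM) to TRb ligand-binding domain (0.6 uM) with agonist T3 at 1 uM was followed by fluorescence polarization after a 5 hr room-temperature incubation.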
# RGS12 GoLoco inh: inhibitors of human Gai1-RGS12 GoLoco interaction (red fluorophore) | P63096 | Gai1:RGS12 GoLoco peptide FP, rhodamine, 10 min | Potency, µM (top dose mostly 61.6 µM), for the others: at the highest dose activity, negative = inhibition, usual class: inhibitors | 230,000 tested, 0.44% active | AID 880; active = well fitted inhibition curve with a large enough effect, not every such curve was filed as active; inactive = no such curve, though single readings can be large or run the other way; also: % is scaled to controls: 0 for no effect and ±100 for the full control effect; nearly all actives have a fitted effect of over 30% in size; many of its hits are not listed in these tables
# Target sequence (P63096 whole entry, looked up): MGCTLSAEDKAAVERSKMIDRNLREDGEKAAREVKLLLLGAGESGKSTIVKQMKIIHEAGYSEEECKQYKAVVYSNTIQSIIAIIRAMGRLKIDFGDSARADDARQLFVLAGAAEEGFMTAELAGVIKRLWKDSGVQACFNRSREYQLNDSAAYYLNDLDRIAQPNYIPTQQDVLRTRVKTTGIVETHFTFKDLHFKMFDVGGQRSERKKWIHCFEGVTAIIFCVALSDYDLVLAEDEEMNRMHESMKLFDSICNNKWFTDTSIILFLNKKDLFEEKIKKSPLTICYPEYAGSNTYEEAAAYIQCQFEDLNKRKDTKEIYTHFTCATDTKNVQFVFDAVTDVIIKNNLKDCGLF
# Active calls of the source: *; i = inactive; ? = inconclusive; / = not tested or not shown; [ ] = remark or other dose. Unless noted, calls follow the shape of the dose curve; as a rule, active = well fitted curve in the direction sought with a large enough effect; inconclusive = small, poorly fitted or top-dose-only effect, or another doubt; inactive = no such curve, though single readings can be large; an effect the other way counts as inactive or inconclusive. Potency is read from the fitted curve at half-maximal effect. An excerpt, so the mix of outcomes need not match the whole.
SMILES,TexasRed fluor,KDM4E inh,ALDH1A1 block,Lamin A splicing,RECQ1 inh,SMN2 splice up,TRb SRC2 PPI,RGS12 GoLoco inh
Cc1ccc(NC(=O)Cn2cc(C(F)(F)F)cc(Cl)c2=O)cc1Cl,0%,-15%,-9%,-11%[46 µM],i,18%,6%,11%
COc1cccc(C(=O)NCCN2CCN(c3ccc(Cl)cc3)CC2)c1,0%,0%,4%,-20%,i,9%,-1%,1%
CSc1nc(N)n2nc(-c3ccccc3)cc2n1,-5%,-8%,4%,?,-2%,/,-5%,8%
CCc1c(C(=O)NC2CCCCC2)[nH]c(C)c1C(C)=O,1%[53 µM],-7%,2%,3%[0.0737 µM],-3%,-11%,-22%[53 µM],-4%
O=C(c1ccc(Cl)c(S(=O)(=O)N2CCCC2)c1)N1CCN(c2ccccn2)CC1,-1%,1%,-8%,?,7%,-44%[inhibitor],-4%,6%
COc1cc(-c2nc(-c3ccccc3)c(-c3cccs3)[nH]2)cc(OC)c1OC,0%,?,?,?,-4%,?,-5%,3%
CNC(=O)C1=C(C)NC(=S)NC1c1cc2c(cc1OC)CCCC2 (stereo not drawn),0%,-4%,-5%,-1%,-2%,-1%,12%,3%
CC1CC(C)CN(S(=O)(=O)c2ccccc2[N+](=O)[O-])C1 (stereo not drawn),1%,0%,?,?,-1%,-19%,-3%,9%
Cc1cc(C)c(C)c(OC(=O)c2sc(Cl)nc2C)c1,-6%,-6%,5%,1%,i,17%,-2%,-1%
CS(=O)(=O)n1nc(-c2ccccc2)nc1NCc1ccco1,-1%,4%,12%,-11%,7%,2%,3%,-20%
O=C(Nc1ccc(F)c(F)c1)c1cccnc1,0%,3%,8%,-3%,-13%,-13%,-19%,0%
CC(C)Cn1cc(C(=O)N2CCN(c3ccccn3)CC2)c2c3ccccc3n(C)c2c1=O,-2%,?,?,-6%,15%,-5%,1%,-5%
C/C=C/c1ccc(OCCOc2cccc3cccnc23)c(OC)c1,0%,10%,19%,-8%,-6%,11%,1%,7%
CN(C)S(=O)(=O)c1ccc(Cl)c(NC(=O)COC(=O)C2CCCO2)c1 (stereo not drawn),-1%,-1%,/,/,i,/,-1%,1%
CCCCN(C)S(=O)(=O)c1ccc(C(=O)Nc2nnc(CSC)o2)cc1,0%,?,6%,?,i,-84%[inhibitor],-5%,5%
COc1ccc(NC(=O)c2ccc(OC(=S)N(C)c3ccc(OC)cc3)cc2)cc1,1%,0%,4%,9%,-5%,5%,2%,-3%
Cc1cc(=O)oc2cc(O)cc(O)c12,-15%,/,?,/,-1%,-1%,8%,-9%
O=c1c(CCc2ccccc2)nc2cncnc2n1Cc1ccccc1Cl,/,/,?,?,-3%,/,/,37%[activator]
O=C(Nc1cccc(-c2nnc(-c3ccco3)o2)c1)c1ccccc1,-3%,-4%,7%,-16%[46 µM],-8%,-5%,-2%,1%
COc1ccc(NC(=O)CCCCCN2C(=O)CCC2=O)cc1Cl,-2%,12%,-6%,3%,-12%,-15%,-1%,-2%
CC(=O)c1cccc(NC(=S)NC(=O)c2ccc(C)cc2Cl)c1,-1%,-6%,8.9µM*,/,5%,?,0%,18%
CCCCOC(=O)c1ccc(NC(=O)CSc2nnnn2C)cc1,-3%,13%,-5%,17%[46 µM],-6%,/,2%,0%
Cc1c(S(=O)(=O)N2CCCC(C(=O)O)C2)cnn1C (stereo not drawn),0%,5%,9%,/,-6%,-10%,-7%,-3%
CCOc1ccccc1C(=O)NC1CC2CCCC(C1)N2C1CC1 (stereo not drawn),-3%,4%,-7%,-6%,0%,6%,-3%,-6%
COc1ccc(C(=O)CN2CCN(S(=O)(=O)c3cccc([N+](=O)[O-])c3)CC2)cc1OC,?,?,20µM*,?,-11%,-16%,-9%,-6%
COc1ccc(NC(=S)NCCNC(C)=O)cc1,2%,13%,4%,-2%[46 µM],i,17%,0%,11%
CCCN(CC1CC1)C(=O)COC(=O)c1ccc(CNS(=O)(=O)c2ccc(F)c(Cl)c2)cc1,-2%,6%,-1%,-16%,-10%,-9%,7%,-2%
CCC1(C)Cc2nc3[nH]c(=S)n(-c4ccccc4)c(=O)c3cc2CO1 (stereo not drawn),0%,16%,?,4%,0%,-28%,5%,20%
CCNc1nc(NC(C)C)nc(Oc2ccc(OCCOc3ccccc3)nn2)n1,3%,6%,1%,-5%,-3%,?,-1%,5%
C=CCc1c(C)nc2ccc(C(=O)OCC)cc2c1Cl,-4%,6%,?,/,-1%,/,-2%,-1%
O=[N+]([O-])c1cccc(-c2nnc(-c3ccccc3)o2)c1,-4%,-3%,?,/,18%,20µM*,-5%,30%[activator]
O=C(Nc1ccc(S(=O)(=O)Nc2nccs2)cc1)c1cc(-c2ccccc2)nc2ccccc12,-3%,3%,?,-11%,?,20%,-2%,6%
Cc1sc2nc3ccc(NCc4ccco4)nn3c(=O)c2c1C,-5%,?,?,?,-3%,16%,1%,15%
CN(Cc1ccco1)c1ncnc2ccc(-c3cccc(NS(C)(=O)=O)c3)cc12,/,/,9%,?,-1%,/,/,3%
Cc1nn(C2CCS(=O)(=O)C2)c(Cl)c1/C=C/C(=O)OCC(N)=O (stereo not drawn),0%,10%,12%,/,11%,/,0%,5%
COc1cc([N+](=O)[O-])ccc1NC(=O)CN1CCCC1,2%,-13%,?,/,i,-10%,0%,9%
CC(=O)c1cccc(N(C(=O)c2ccco2)C(C(=O)NC2CCCC2)c2ccncc2)c1 (stereo not drawn),-3%,-16%,-9%,2%,-5%,0%,0%,4%
CCOc1ccc(NC(=O)c2ccc3nccnc3c2)cc1,-4%,-4%,-28%,-10%,i,-26%,5%,4%
CS(=O)(=O)C1=C(O)C(=O)N(c2ccccc2)C1c1ccccc1 (stereo not drawn),1%,-5%,-1%,8%,5%,-10%,2%,0%
CCOC(=O)CN(C(=O)CSc1nnc(-c2ccncc2)n1CCCN(C)C)c1ccccc1,2%,?,?,10%,-3%,-10%,4%,-8%
CN(C)S(=O)(=O)c1cccc(NC(=S)Nc2cccc3cnccc23)c1,8%,28µM*,7.9µM*,/,i,/,-10%,11%
Cc1ccccc1N1C(=O)C(Cc2ccc(F)cc2)S/C1=C(\C#N)C(N)=O (stereo not drawn),1%,-8%,/,/,4%,/,-3%,8%
CC(=O)NC(C)c1nc2ccccc2n1C(C)C (stereo not drawn),-2%,11%,6%,-5%,2%,6%,8%,-2%
CCOC(=O)C1=C(O)c2ccccc2C(=O)/C1=C\c1ccc(CC)cc1,-7%,?,19µM*,?,-4%,?,0%,i
CC(=O)c1c(C)oc2c1C(=O)c1ccccc1C2=O,1%,6%,10%,?,i,/,-2%,5%
CCCC(=O)OC1CCS(=O)(=O)c2sccc21 (stereo not drawn),-1%,-1%,-7%,9%[46 µM],2%,-9%,-12%,9%
COC(=O)C1C(c2ccc(OC)cc2)Nc2nnc(C(F)(F)F)n2C1(C)O (stereo not drawn),-2%,-8%,?,-11%[46 µM],i,-4%,0%,2%
COC(=O)C1=C(C)N(c2ccc(F)cc2)/C(=C/c2ccc(O)cc2)C1=O,-1%,-2%,-11%,-12%[46 µM],1%,-31%[inhibitor],1%,-1%
CCC(=O)Nc1ccc(C(=O)CSc2nnc(-c3ccc(NS(=O)(=O)CC)cc3)o2)cc1OC,1%,-4%,/,/,4%,/,11%,-3%
Cc1ccc(CN2CCc3c(OCc4ccc(F)cc4)cccc3C2=O)cc1,2%,-23%,-3%,?,i,-59%[inhibitor],-6%,-2%
CCC(=O)c1ccc(OCC(O)Cn2cnc3ccccc32)cc1 (stereo not drawn),0%,1%,-2%,?,i,-25%,-9%,14%
COc1ccc(Cl)cc1C(=O)NNC(=O)CSc1nnnn1C,-1%,0%,0%,/,10%,6%,0%,-1%
COc1ccc(OC)c2[nH]c(=O)c(CCNC(=S)NC(C)(C)C)cc12,-1%,-24%,-11%,-10%[9.22 µM],-7%,-6%,-3%,1%
COC(=O)c1ccccc1NC(NC(=O)c1ccco1)C(=O)c1ccc(C)cc1 (stereo not drawn),2%,0%,5%,9%,i,7%,-11%,-8%
Cc1c([C@@H]2C[C@H]3CN(Cc4cccc(Cl)c4)C(=O)[C@]34CCCN24)cnn1C,-2%,-3%,?,?,5%,/,-1%,27%
CCCCNC(=O)Nc1nc2ccc(CC)cc2s1,1%,15%,-5%,-2%[46 µM],-5%,?,-1%,4%
COc1ccc(NC(=O)c2ccc(=O)[nH]c2)cc1S(=O)(=O)N1CCCCC1,-6%,7%,7%,7%,-5%,3%,5%,4%
CCOc1ccc(C(=O)CC(Sc2ccc(C)cc2)C(=O)O)cc1 (stereo not drawn),1%,-13%,1.6µM*,/,?,-18%,-16%,5%
C=CCn1c(C)csc1=Nc1ccc(C(=O)O)cc1,-3%,-16%,0%,-1%[46 µM],i,3%,-8%,11%
CCN(CC)CCN1C(=O)C(=O)/C(=C(/O)c2c(C)[nH]c(C(=O)OC)c2C)C1c1cccc(OC)c1 (stereo not drawn),2%,-10%,?,0%,-5%,?,-3%,3%
# Additional compounds
SMILES,TexasRed fluor,KDM4E inh,ALDH1A1 block,Lamin A splicing,RECQ1 inh,SMN2 splice up,TRb SRC2 PPI,RGS12 GoLoco inh
CCOc1cc(N2CCOCC2)c(OCC)cc1NC(=O)COc1ncnc2ccc(Br)cc12,-1%,6%,18%,11%,-8%,2%,-1%,-1%
O=C1OC2(CCCCC2)OC(=O)C1=CNc1nccs1,-2%,-2%,?,3%,-4%,5%,-6%,6%
Cc1nc(NC(=O)/C=C/c2ccccc2)sc1C(=O)Nc1ccccc1Cl,-2%,0%,8%,14%[0.0737 µM],-8%,13%,1%,7%
CN(C)NC(=S)Nc1ccc(Cl)cc1,3%,6%,?,4%,-2%,13%,4%,-1%
Cc1cccc2cc(CN(Cc3nnnn3C3CCCCC3)C3CCCC3)c3nnnn3c12,-1%,7%,3.2µM*,-6%,-2%,-6%,-4%,7%
COc1cc(/C=N/Nc2nn3cnnc3c3ccccc23)ccc1O,-17%,-4%,-8%,-10%,-8%,10%,9%,1%

# Screening data deposited in PubChem BioAssay by National Center for Advancing Translational Sciences (NCATS).
